Source: PubChem BioAssay (National Center for Advancing Translational Sciences (NCATS))
SMN2 splice up: qHTS Assay for Enhancers of SMN2 Splice Variant Expression; Potency, µM (titrated, usually from 46.1 µM), for inactives: top-dose activity change, positive = activation, usual class: activators; HEK293 SMN2-luciferase splicing reporter, luminescence, 30-36 h; hit rate 2.8% among 210,000; also: potency is read from the fitted curve at half-maximal effect; % of control where 0% means no effect; nearly all actives have a fitted effect of over 55% in size
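qHTS luciferase splicing reporter: luminescence rises when SMN2 exon 7 is included in transfected HEK293 cells. Compound exposure lasted 30-36 h at 37C, with 4.5 mM final sodium butyrate as control, followed by a ONE-Glo read.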
CBFb-RUNX1 inh: qHTS Assay for Compounds Blocking the Interaction Between CBF-beta and RUNX1 for the Treatment of Acute Myeloid Leukemia | Runt-related transcription factor 1 (Homo sapiens) + Core-binding factor subunit beta … | AlphaScreen CBFb-His/RUNX1-biotin binding, biochemical | Potency, µM (highest dose often 59.8 µM), inactives show top-dose activity, negative = inhibition, usual class: inhibitors | 230,000 tested, under 10 active | AID 1477, 2009; also: % of control where 0% means no effect
Target sequence (Q01196 whole entry, looked up): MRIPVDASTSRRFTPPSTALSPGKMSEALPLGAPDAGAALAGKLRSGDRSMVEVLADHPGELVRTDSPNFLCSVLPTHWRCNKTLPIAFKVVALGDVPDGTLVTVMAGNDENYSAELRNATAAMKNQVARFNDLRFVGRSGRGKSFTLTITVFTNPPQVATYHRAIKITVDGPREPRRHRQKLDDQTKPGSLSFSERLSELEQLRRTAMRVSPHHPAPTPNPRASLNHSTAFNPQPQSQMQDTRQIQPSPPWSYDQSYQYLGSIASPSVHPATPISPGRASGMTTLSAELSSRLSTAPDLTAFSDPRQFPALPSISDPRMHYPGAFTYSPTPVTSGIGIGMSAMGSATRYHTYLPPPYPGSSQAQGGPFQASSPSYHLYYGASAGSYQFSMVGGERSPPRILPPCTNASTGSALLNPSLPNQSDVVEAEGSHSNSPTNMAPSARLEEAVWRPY
Target sequence (Q13951 whole entry, looked up): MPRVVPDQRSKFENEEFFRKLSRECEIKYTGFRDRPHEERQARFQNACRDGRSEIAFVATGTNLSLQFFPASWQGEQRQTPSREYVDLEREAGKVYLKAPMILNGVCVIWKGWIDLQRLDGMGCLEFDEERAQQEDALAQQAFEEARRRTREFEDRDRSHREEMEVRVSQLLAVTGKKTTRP
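CBF-beta (His) and RUNX1 (biotin), 30 nM each; 20 min preassociation; + compound, 15 min; + beads 50 ng each (Ni, streptavidin), 90 min; RT; AlphaScreen read.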
Luc counter: Counterscreen for Luciferase (Kinase-Glo TM) Inhibition; Luciferin 4-monooxygenase (Photuris pensylvanica), Q27757; Potency, µM (series often up to 38.3 µM), for inactives: top-dose activity change, negative = inhibition, most hits filed as inhibitors; hit rate 0.28% among 200,000; Kinase-Glo luciferase, ATP luminescence, 8 min; AID 1379, 2008; also: potency is read from the fitted curve at half-maximal effect; % is scaled to controls: 0 for no effect and ±100 for the full control effect; nearly all actives have a fitted effect of over 60% in size
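Kinase-Glo luciferase light output from ATP and luciferin was measured with 10 uM ATP, within the enzyme's linear range. Buffer: 50 mM imidazole pH 7.2, 50 mM KCl, 7 mM MgCl2, 0.01% Tween 20, 0.05% BSA; luminescence read after 8 min at ambient temperature.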
HTT aggregate: qHTS Multiplex Assay to Identify Dual Action Probes in a Cell Model of Huntington: Aggregate Formation (GFP); PC12 HttQ103-GFP aggregates, Acumen cytometry, 40 h; Potency, µM (series often up to 46.1 µM), inactives show at the top dose activity change, negative = inhibition, actives largely listed as inhibitors; hit rate 1.1% among 220,000; also: potency is read from the fitted curve at half-maximal effect; % is scaled to controls: 0 for no effect and ±100 for the full control effect; nearly all actives have a fitted effect of over 60% in size
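PC12/HTTQ103-GFP, ecdysone-inducible; teb 100 nM; cpd qHTS titration; GFP aggregates read on laser cytometer, Ex 488/Em 500-530 nm.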
IMPase Li inh: qHTS Assay for Identifying the Cell-Membrane Permeable IMPase Inhibitors: Potentiation with Lithium | hit rate 0.35% among 210,000 | Potency, µM (titrated, usually from 59.4 µM), for inactives: at the highest dose activity, negative = IMPase inhibition, most hits filed as inhibitors | CHO-M1 cells, IP1 TR-FRET (IP-One), carbachol + lithium | AID 1457, 2008;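 also: IP1 builds up when IMPase is blocked and the TR-FRET signal falls; potency is read from the fitted curve at half-maximal effect; plate controls were basal vehicle for no effect and high inhibitor control for full effect; nearly all actives have a fitted effect of over 50% in size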
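Concentration–response in CHO-M1 cells, lithium-potentiated; 30 min at 37C. IP1 detected by competitive TR-FRET after 10 min lysis at RT. Hill-fitted AC50.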
HTT cytoprotect: qHTS Multiplex Assay to Identify Dual Action Probes in a Cell Model of Huntington: Cytoprotection (ATP); Potency, µM (top dose mostly 56.4 µM), for inactives: cytoprotection (ATP increase), most hits filed as activators; hit rate 0.14% among 230,000; PC12 HTT-Q103 induced, cytoprotection, ATP luminescence, 40 h;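 also: potency is read from the fitted curve at half-maximal effect; % of control where 0% means no effect; nearly all actives have a fitted effect of over 45% in size; toxic huntingtin expression switched on by the ecdysone agonist tebufenozide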
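PC12 cells stably carrying ecdysone-inducible Htt exon 1 (Q103)–GFP were induced with 100 nM tebufenozide (final) alongside library compounds in a dose series. Cytoprotection was scored as retained ATP by ATPlite luminescence.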
LMNA splice mod: qHTS Assay for Modulators of Lamin A Splicing; HeLa LMNA splicing GFP/RFP minigene ratio, 48 h; Potency, µM (titrated, usually from 46.1 µM), inactives show at the top dose ratio change, negative = inhibition, hits mostly inhibitors; hit rate 0.01% among 200,000; active = well fitted inhibition curve with a large enough effect in the signal ratio, with a control signal flat, not every such curve was filed as active; inconclusive = small, poorly fitted or top-dose-only effect, or effect the other way, or a change in a side signal; the % refers to the signal ratio; also: potency is read from the fitted curve at half-maximal effect; % is scaled to controls: 0 for no effect and ±100 for the full control effect
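Read-out is the ratio of GFP to DsRed2 object intensity, acquired by 488 nm laser-scanning cytometry on HeLa lamin A-EGFP minigene reporter cells. Compound incubation 48 hrs at 37 °C in Opti-MEM with 2% FBS; DMSO 0.5% final.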
Active calls of the source: *; ? = inconclusive; nt = no result given; [ ] = another dose, or the depositor's remark. Unless noted, calls follow the shape of the dose curve; as a rule, active = well fitted curve in the direction sought with a large enough effect; inconclusive = small, poorly fitted or top-dose-only effect, or another doubt; inactive = no such curve, though single readings can be large; an effect the other way counts as inactive or inconclusive.

molecule | SMN2 splice up | CBFb-RUNX1 inh | IMPase Li inh | HTT cytoprotect | HTT aggregate | LMNA splice mod | Luc counter
O=C(COc1cccc2c1CCN(Cc1ccc(Cl)cc1)C2=O)N1CCOCC1 | -46%[inhibitor] | 8% | 5% | -13% | -9% | nt | 0%
COc1ccc(S(=O)(=O)NCC2CCCN(Cc3ccccc3C)C2)cc1 (stereo not given) | nt | -1% | 7% | 17%[10 µM] | 9%[9.22 µM] | nt | -5%
COC(=O)c1cc2ccsc2n1CC(=O)N(C)C1CCCCC1 | 19% | 2% | 21%[38.3 µM] | -6% | -18% | -11% | -3%
C[C@H](O)CC1=C[C@H](O)[C@@H](C)OC1=O | nt | 1% | 2% | 10%[10 µM] | 8%[9.22 µM] | nt | nt
CCCOc1ccc(N2CC(C(=O)Nc3ccccc3C(=O)NCc3ccco3)CC2=O)cc1 (stereo not given) | 6% | -5% | 19%[38.3 µM] | -15% | -4% | 5% | -1%
CCc1c(C)nc(SCC(=O)N2CCCCC2C)[nH]c1=O (stereo not given) | nt | 7% | 0% | 12%[10 µM] | -6%[9.22 µM] | nt | nt
O=C(CN(C1CCCCC1)S(=O)(=O)c1ccccc1)NCc1ccco1 | -31%[inhibitor] | 2% | 20% | -16%[10 µM] | -14% | 2% | 2%
O=C(OCC(O)CO)c1ccccc1Nc1ccnc2cc(Cl)ccc12 (stereo not given) | -12% | 10% | 7% | -171%[inhibitor] | nt | nt | -1%
O=[N+]([O-])c1cc(Br)c(OCc2nnc(-c3ccccc3)o2)c(Br)c1 | -9% | 17% | 25% | -4%[10 µM] | 27% | ? | 2%
O=c1cc(CN2CCc3ccccc3C2)nc2sccn12 | 4% | -1% | -3% | -3%[10 µM] | -2%[9.22 µM] | nt | 0%
O=C(CCc1ccccc1)NC(c1cccs1)c1cc(Cl)c2cccnc2c1O (stereo not given) | nt | -13% | 5% | -59%[inhibitor][10 µM] | -13%[9.22 µM] | nt | 6%
NC(=S)N/N=C/c1coc2ccc(F)cc2c1=O | nt | 5% | nt | 5%[10 µM] | -3%[9.22 µM] | nt | nt
ClC1=C(Cl)C(Cl)(Cl)C(Cl)=C1Cl | 0% | 8%[21.7 µM] | 14% | -9% | nt | nt | nt
Cc1ccc(-c2nnc(SCC(=O)Nc3nc4c(s3)CCCC4)n2C)cc1 | -8% | 6% | -3%[38.3 µM] | -5% | 9% | 4% | 0%
O=C(CSc1nnc2ccccn12)c1ccc(Cl)cc1 | -8% | 3% | -5% | 1% | 3% | nt | -2%
COc1cc(NC(=O)NCc2ccncc2)cc(OC)c1OC | -3% | 6% | -19%[38.3 µM] | 13%[10 µM] | 9% | 6% | -1%
Cn1c(Cn2c(=O)sc3ccccc32)nnc1SCC(=O)NCCc1ccccc1 | 12% | 2% | 0% | -15%[10 µM] | 1% | -2% | -1%
N=C1/C(=C/c2cccn2CCOc2ccccc2)C(=O)N=C2SC=C(c3ccccc3)N12 | -3%[1.84 µM] | -1% | 10% | -11%[10 µM] | -14% | ? | 0%
CC(C)Nc1nc(Oc2cccc(Cl)c2Cl)cc(C(F)(F)F)n1 | -12% | 9% | 15%[38.3 µM] | -39%[inhibitor] | 2% | 9% | -5%
CCOc1ccccc1NC(=S)Nc1ccccc1F | 0% | 5% | 27%[38.3 µM] | 9%[10 µM] | 6% | -2% | 5%
C=CCSc1nc2ccccc2c(=O)n1Cc1ccco1 | -12%[9.22 µM] | nt | 12% | -15%[10 µM] | nt | nt | -1%[7.66 µM]
O=C(CC1Nc2c3ccccc3nc(=S)n2C1=O)NC1CCCCC1 (stereo not given) | 16% | 0% | ? | 3%[10 µM] | 13% | 0%[46 µM] | 1%
Cc1ccc2c(C(=O)CN3CCCCC3CCO)c(C)[nH]c2c1 (stereo not given) | 20% | -2% | -3%[38.3 µM] | 10%[0.074 µM] | -1%[9.22 µM] | 1% | -2%
O=C(N/N=C/c1ccncc1)NC1CCCCC1 | 7% | 10% | 6% | -5% | 6% | nt | 0%
Cc1cc(C)c(N)cc1C | 3% | 0%[21.7 µM] | 0% | -43%[inhibitor] | nt | nt | nt
COc1cc2nc(N(C)CCCNC(=O)[C@@H]3CCCO3)nc(N)c2cc1OC | 0%[20.6 µM] | ? | 4% | 3%[40.3 µM] | 12%[20.6 µM] | ? | -2%[17.1 µM]
CN(CCC1CCOCC1)Cc1cn[nH]c1-c1ccc(-c2ccccc2)cc1 | 8% | 9% | 14% | -7%[10 µM] | 0%[9.22 µM] | nt | -6%
C=CCN(C(=O)CCC(=O)Nc1cc(C)on1)C(C(=O)NC1CCCC1)c1cccnc1 (stereo not given) | 11% | 7% | -5%[38.3 µM] | 0% | -8% | 1% | 14%
O=C(/C=C/c1ccccc1)NCC1(c2ccccc2)CCOCC1 | nt | 1% | nt | -4%[10 µM] | -8%[9.22 µM] | 13%[46 µM] | nt
O=C(/C=C/c1ccccc1)OCCCCN=C1NS(=O)(=O)c2ccccc21 | -7% | 2% | 6% | -13% | 4% | nt | -1%
CCn1cc(C(=O)N2CCc3ccccc32)c(=O)c2cc(S(=O)(=O)N3CCOCC3)ccc21 | ? | 13% | 12%[38.3 µM] | 0% | 30% | 9% | -5%
CCS(=O)(=O)c1c([N+](=O)[O-])ncn1C | 2% | 24% | 6% | nt | 3.5µM* | ? | 3%
COc1ccccc1C1CCN(c2ccc(CO)cc2[N+](=O)[O-])CC1 | nt | -17% | nt | -12%[10 µM] | -7%[9.22 µM] | nt | nt
CCC(C)(c1ccc(C=O)s1)c1ccc(C=O)s1 | 10% | 4% | 8%[38.3 µM] | -11% | 9%[9.22 µM] | 9% | 2%
N/C(=N\OC(=O)Cc1ccc([N+](=O)[O-])cc1)c1ccccn1 | 12% | ? | 22% | -23% | -12% | ? | -13%
COC(=O)CC1=C(C(=O)OC)C(c2cccc(OCC(N)=O)c2)C(C#N)=C(N)O1 (stereo not given) | -9% | 4% | -10%[38.3 µM] | 12% | 15% | 5%[0.0737 µM] | 1%
Cc1ccc2[nH]c3c(=O)n(Cc4ccco4)cnc3c2c1 | nt | -2% | nt | -3%[10 µM] | -6%[9.22 µM] | nt | nt
Cc1cc(SCC(=O)Nc2ccccc2)n2ncc(-c3ccccc3)c2n1 | nt | 2% | nt | 12%[10 µM] | -5%[9.22 µM] | nt | nt
CCOC(=O)c1ccc[n+](CC(=O)c2ccc(OC)cc2)c1 | -6% | 12% | 16% | 24%[10 µM] | ? | -5% | 1%
Nc1nc(Nc2ccccc2)nc2ccccc12 | 14µM* | -2% | -9%[38.3 µM] | -116%[inhibitor][10 µM] | -9% | 1% | 11µM*
CC(=O)c1c(C)[nH]c(C(=O)Nc2cccc(S(=O)(=O)N(C)C)c2)c1C | 11µM* | -19% | 2% | -44% | 7% | nt | -2%
CC(Oc1ccc(F)cc1)c1ccnc2nc(/N=C/N(C)C)nn12 (stereo not given) | -14% | 8% | -4% | -35%[inhibitor] | 12% | nt | 0%
C=CCC1(O)C(=O)N2C(=C1C(=O)OCC)c1ccc3ccccc3c1CC2(C)C (stereo not given) | -17% | 0% | 0%[38.3 µM] | 3% | 11% | 0% | 0%
Cc1cc(C)cc(N(CC(=O)NC2CCCC2)C(=O)C2(C)CC(=O)N=C3C=CC=CN32)c1 (stereo not given) | -13% | 1% | -9% | 20%[10 µM] | 1%[9.22 µM] | 6%[46 µM] | 1%
CCOC(=O)C1CCCN(C(=O)c2ccc(C)cc2O)C1 (stereo not given) | -4% | -1% | 18%[38.3 µM] | -36% | 2% | 9% | -3%
COc1ccc(N2CC(C(=O)Nc3nnc(SCC(=O)NC(C)(C)C)s3)CC2=O)cc1 (stereo not given) | 12% | 11% | 0% | -12% | 13% | 25%[46 µM] | -1%
Cc1nnc(SC(C)C(=O)Nc2ccc(Cl)cn2)n1Cc1ccccc1 (stereo not given) | -16% | -2% | 5%[38.3 µM] | -29% | -9% | -4% | -2%
O=C(O)CC1(CC(=O)Nc2ccc3ccccc3n2)CCCCC1 | nt | -3% | nt | 15%[10 µM] | 0%[9.22 µM] | nt | nt
CCC(NC(=O)CCl)c1ccc(C)cc1 (stereo not given) | -68%[inhibitor] | -2% | 10% | 54% | -8%[9.22 µM] | ? | -2%
O=C(c1cc2c(s1)CCCC2)N1CCN(S(=O)(=O)c2ccccc2C(F)(F)F)CC1 | -15%[1.84 µM] | 2% | 6% | 16%[10 µM] | ? | ? | 0%
COc1ccc(CC(=O)NNC(=S)Nc2ccccc2)cc1Cl | -27% | 2% | 17% | -11% | 18% | nt | 6%
C=C(C)CN(CC)C(=O)CSc1nc2ncc(Cl)cc2[nH]1 | -9% | 4% | -4%[38.3 µM] | -3% | 7% | 14% | 12%
O=C(NN=C1C2CC3CC(C2)CC1C3)c1ccncc1 | -8% | 4% | -1%[38.3 µM] | 6% | -14% | 6% | -5%
Cc1cccc(OCc2ccc(C(=O)Nc3ccc(F)cc3)cc2)c1 | -7% | 1% | 5% | -5%[10 µM] | 5% | -11% | 1%
COc1ccc([N+](=O)[O-])cc1/C=N/NC(=O)CNC(=O)C(c1ccccc1)c1ccccc1 | -3% | -1% | 3% | 16%[10 µM] | 15% | -4% | -1%
Nc1c(Cl)cc(Cl)cc1C(=O)OCC(=O)N1CCCC1 | -38%[inhibitor] | 6% | ? | 6%[10 µM] | 4% | 10% | -2%
Cc1ccc(NC(=O)Nc2nc3ccccc3s2)cc1NC(=O)Nc1nc2ccccc2s1 | nt | ? | nt | -5%[10 µM] | 1%[9.22 µM] | ? | nt
Cc1c(-c2ccc(Cl)cc2)oc(=O)c2c(N)n(-c3ccccc3)nc12 | -26% | 1% | ? | -53%[inhibitor] | -17% | ? | -1%
CC(=O)c1cnc2nc(C)nn2c1C | -4% | 7% | -2%[38.3 µM] | 8% | -6%[9.22 µM] | -3% | -2%
O=C(CCn1c(=O)oc2ccccc21)N1CCc2ccccc21 | 17% | -20% | -2%[38.3 µM] | -5% | 33% | -8% | -1%
